Compound activity as filed in PubChem BioAssay.
Cneo AK release = Cryptococcus neoformans lysis via adenylate kinase release; C. neoformans lysis, adenylate kinase release luminescence, 4 h; normalised: neutral wells 0, clomiphene wells 100; lysis activity, % at 15 µM; actives 0.2% (n = 360,000);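 active = mean lysis activity across replicates of at least 80%, whatever share of replicates individually reach that level; inactive = mean lysis activity below 80%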
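Assay system: log-phase C. neoformans yeast / Quantity: yeast cell density of 5 × 10^6 cells/mL / Medium: fresh YPD growth medium / Compound: single dose / Timing: static 4 h at 37 °C with compound, 1 h detection / Measured by: adenylate kinase release luminescence / Read-out: lysis from increased AK signal / Benchmarks: Clomiphene as positive lysis control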
S100A4 inh HTS = inhibitors of human S100A4 binding to myosin IIA peptide | actives 0.14% (n = 360,000) | inhibition, % at 10.7 µM | AID 652163 | S100A4/TAMRA-MyoIIA peptide fluorescence polarization;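 active = mean inhibition of at least 70% across replicates, with every replicate also reaching that level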
Target sequence (P26447 whole entry, looked up): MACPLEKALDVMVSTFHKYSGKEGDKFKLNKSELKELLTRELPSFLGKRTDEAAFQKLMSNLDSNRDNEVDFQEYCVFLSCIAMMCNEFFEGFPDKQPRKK
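Material: S100A4 monomer protein | Medium: HEPES pH 7.2 with CaCl2, KCl, NaCl, DTT, Triton | Reagent: Labelled myosin peptide probe, 5 nM | Doses: One dose per compound | Times: 5 min incubation before reading | Benchmarks: Neutral control DMSO, positive control TFP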
Xi reactivation = X-chromosome reactivation activator. actives 0.055% (n = 360,000). XiGFP mouse fibroblasts, % GFP-positive cells imaging, 3 d; cells co-treated with 5-aza-dC sensitizer; scaled so ellipticine positive control = 100%. activation, % at 7.58 µM;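 active = mean normalized replicate activation at least 10% and every replicate at or above 10%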;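 also: 0% = median of on-plate neutral control wells and 100% = ellipticine 6 µM median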
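System: 68-5-11 XiGFP fibroblast line | Buffer or medium: DMEM containing 5-aza-dC | Compound: Single point | Times: Compounds 3 days, fix/stain 15 min at room temperature | Benchmarks: Positive control ellipticine, 6 µM final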
ERAP1 HTS inh = inhibitors of human ERAP1 aminopeptidase; actives 0.15% (n = 340,000); Q9NZ08; inhibition, % at 10.7 µM; recombinant ERAP1, Leu-AMC fluorescence, 60 min;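 active = mean replicate inhibition of at least 30%, or all replicates individually reaching that 30% level; inactive = mean below 30% and not every replicate reaching it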;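 also: 0% = neutral control wells and 100% = L-leucinethiol positive control wells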
Target sequence (Q9NZ08 whole entry, looked up): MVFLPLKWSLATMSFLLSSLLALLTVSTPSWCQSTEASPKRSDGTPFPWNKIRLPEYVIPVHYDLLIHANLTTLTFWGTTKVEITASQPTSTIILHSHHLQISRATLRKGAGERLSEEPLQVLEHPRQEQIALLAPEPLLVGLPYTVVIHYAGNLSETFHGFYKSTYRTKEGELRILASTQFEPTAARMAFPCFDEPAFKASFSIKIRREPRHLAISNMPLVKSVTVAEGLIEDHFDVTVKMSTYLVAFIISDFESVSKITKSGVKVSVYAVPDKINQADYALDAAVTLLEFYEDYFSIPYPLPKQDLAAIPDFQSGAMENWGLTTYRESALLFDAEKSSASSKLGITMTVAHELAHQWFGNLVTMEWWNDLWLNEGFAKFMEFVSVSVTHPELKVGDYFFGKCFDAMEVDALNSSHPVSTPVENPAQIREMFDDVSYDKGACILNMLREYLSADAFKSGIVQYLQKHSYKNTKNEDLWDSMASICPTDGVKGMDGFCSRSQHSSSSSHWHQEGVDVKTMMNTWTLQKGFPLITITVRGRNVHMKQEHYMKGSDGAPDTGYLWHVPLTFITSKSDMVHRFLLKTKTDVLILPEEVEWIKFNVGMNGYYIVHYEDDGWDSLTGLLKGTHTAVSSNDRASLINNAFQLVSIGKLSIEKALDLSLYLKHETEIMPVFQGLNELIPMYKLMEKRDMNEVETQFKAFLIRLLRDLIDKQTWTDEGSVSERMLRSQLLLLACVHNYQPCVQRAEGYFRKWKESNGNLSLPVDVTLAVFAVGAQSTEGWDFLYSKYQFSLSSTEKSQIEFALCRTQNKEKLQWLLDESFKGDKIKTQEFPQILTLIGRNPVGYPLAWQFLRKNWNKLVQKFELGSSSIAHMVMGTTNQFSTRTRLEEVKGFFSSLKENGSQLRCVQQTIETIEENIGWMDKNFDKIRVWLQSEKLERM
SIRT5 block = sirtuin-5 (human) deacylase inhibition. Q9NXA8. AID 652115. actives 1.1% (n = 330,000). Purified SirT5, succinyl-peptide AMC, trypsin-coupled fluorescence. inhibition, % at 15 µM; in the data active = inhibition above about 15%
LGR2 antag = Drosophila LGR2 receptor signaling inhibition; HEK293 LGR2, CRE-luciferase, bursicon-stimulated, 4 h; inhibition, % at 9.99 µM; actives 0.35% (n = 380,000);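 active = drop in luminescence signal, shown as inhibition above about 50% in the replicate tests, limit read from the data, passing the limit was not always enough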;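 also: agonist challenge used bursicon conditioned medium at about half maximal strength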
C2C12 statin = protects C2C12 myotubes from simvastatin toxicity; actives 0.78% (n = 330,000); AID 602340; rescue of ATP level, % at 7.49 µM; ATP luminescence, 48 h; scaled: DMSO 0, geranylgeraniol control 100;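 active = mean ATP rescue above about 67%, or every replicate alone reaching that limit, limit read from the data, passing the limit was not always enough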;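 also: myotubes were challenged with 10 µM simvastatin during compound exposure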
PGC1a acetyl inh = modulators of PGC1a acetylation | AID 651687 | inhibition, % at 15.6 µM | U2OS PGC1a acetylation, AlphaScreen anti-acetyl-lysine; with virally co-expressed GCN5 acetyltransferase | actives 0.17% (n = 350,000);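 active = every replicate shows inhibition of at least 40%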;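 also: 0% = neutral control wells and 100% = positive control wells; some results beyond the cut were filed as inactive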
The depositor's hits bear a star; nt = not tested or not shown; & = joins results of further samples.

SMILES	Cneo AK release	S100A4 inh HTS	Xi reactivation	ERAP1 HTS inh	SIRT5 block	LGR2 antag	C2C12 statin	PGC1a acetyl inh
CCC1CCc2sc(C(=O)NNC(=S)NCC3CCCO3)cc2C1 (stereo not drawn)	1	-6	0.4	-2	1	nt	-6	-9
C[C@@H]1CN([C@@H](C)CO)C(=O)Cc2cc(NC(=O)Nc3cccc4ccccc34)ccc2O[C@@H]1CN(C)Cc1ccncc1	-2	0	nt	1	2	nt	-102	2
CCCCOc1ccc(C(=O)NCC(=O)NC(C)CCc2ccccc2)cc1 (stereo not drawn)	2	3	0.0	-8	-5	-1	nt	3
O=C(Cn1nc(C(F)(F)F)cc1C1CC1)Nc1ccccc1F	nt	-3	0.1	-4	-7	11	nt	nt
S=C(NCCCc1ccccc1)NC1CCCCC1	33	-2	0.1	0	-2	-43	-14	nt
CNC[C@@H]1Oc2ncc(/C=C/c3ccccc3)cc2C(=O)N([C@H](C)CO)C[C@@H]1C	1	-10	-0.9	-4	-10	13	5	11
O=C(CCN1C(=O)C2C3C=CC(C3)C2C1=O)Nc1ccccn1 (stereo not drawn)	-1	-1	nt	-2	-2	6	3	nt
O=C1CN(S(=O)(=O)Cc2ccccc2)C[C@@H]2[C@H](c3ccc(C#Cc4ccccc4)cc3)[C@H](CO)N12	nt	6	0.0	0	1	3	nt	-9
O=C(O)c1cc(S(=O)(=O)N2CCN(C(c3ccccc3)c3ccccc3)CC2)ccc1Cl	-2	-3	0.1	-1	-2	-2	11	6
C[C@H]1CN([C@@H](C)CO)C(=O)CCCn2nncc2CO[C@H]1CN(C)Cc1ccccc1C(=O)O	2	-1	0.3	-5	1	-27	8	10
COc1ccc(NCN2C(=O)C3C4C=CC(C4)C3C2=O)cc1 (stereo not drawn)	-2	-3	0.0	1	-1	-20	24	-1
Cn1cccc1C(=O)Nc1ccc(N2CCOCC2)cc1	-7	-5	0.4	0	-4	4	-7	nt
O=C(CN1C(=O)c2cccnc2Oc2ccc(Cl)cc21)NC1CCCCC1	0	3	0.4	1	nt	12	5	-6
O=C(NCCc1ccc2c(c1)OCCO2)c1ccccn1	-2	5	0.1	-6	-5	-8	40	-3
Cc1ccccc1-n1c(Cn2c(=O)sc3ccccc32)nnc1SCC(=O)NCC1CCCO1 (stereo not drawn)	-1	-4	0.2	-1	nt	6	-7	-5
Cc1ccc(S(=O)(=O)N(C)[C@H]2C[C@H]3c4cc(-c5ccc6c(c5)OCO6)ccc4CCN3C[C@H]2[C@H](C)O)cc1	nt	-8	0.2	-4	0	14	nt	nt
COc1ccc(-n2cnnc2SCC(=O)Nc2cccc([N+](=O)[O-])c2)cc1	nt	3	0.1	-2	-4	nt	nt	12
O=S1(=O)NC(=NCc2ccco2)c2ccccc21	3	0	nt	-4	0	14	19	8
COc1cccc(NS(=O)(=O)c2cc3c4c(c2)CCC(=O)N4CCC3)c1	1	2	0.4	-2	0	0	9	nt
O=C(c1ccc(S(=O)(=O)Nc2ccccc2F)cc1)N1CCC1	-1	2	0.0	3	-4	6	8	-2
C[C@@H]1CN([C@H](C)CO)C(=O)c2cc(-c3ccc(F)cc3)cnc2O[C@H]1CN(C)C(=O)Cc1ccccc1	-2	22	-0.3	1	3	-5	11	-2
COc1cc(C(=O)OCCc2cc3ccccc3c(=O)o2)cc(OC)c1OC	6	1	0.1	-3	-3	6	3	nt
CC1(OC(=O)CCc2ccccc2)C(=O)C=C2C=C(c3ccc(C#N)cc3)N(Cc3ccccc3)C=C2C1=O (stereo not drawn)	-2	-21	0.1	1	6	-4	5	12
C=CCOC(=O)c1ccccc1C(=O)OCC=C	0	-1	nt	-3	2	5	3	-10
Nc1ccn(-c2ncc(C(F)(F)F)cc2Cl)c(=O)n1	nt	5	0.1	-4	-1	-14	nt	nt
CSc1ccc(CN2CCCCCC2)cc1	4	-3	0.0	1	-2	-8	-6	12
CN(C)S(=O)(=O)c1cccc(NC(=O)CN(CCO)CC(=O)Nc2cccc(S(=O)(=O)N(C)C)c2)c1	4	-1	0.1	0	2	12	-3	-5
Cc1ccc(C2CC(c3ccc(C)cc3)n3nc(N)nc3N2)cc1 (stereo not drawn)	-3	-4	0.2	nt	nt	10	7	nt
CS(=O)(=O)N(CC(=O)NC1CC1)C1CCCCC1	nt	7	0.2	-3	0	nt	nt	nt
CC(C)c1ccc(N(CC(=O)O)S(=O)(=O)c2cccnc2)cc1	-3	-2	0.3	nt	nt	-13	-1	-2
COc1cccc(/C=N/n2c(-c3cc(C)[nH]n3)n[nH]c2=S)c1O	nt	-3	-0.1	28	0	10	-3	-2
Cc1nc2cc3ccccc3cc2s1	1	0	0.0	4	nt	-24	12	-7
CCO[C@H]1OC(C(N)=O)=C[C@@H](C)[C@@H]1CCCO	-1	-20	0.0	0	-2	12	-3	1
COc1ccccc1N1CCN(C(=O)CN2C(=O)C3CCCCC3C2=O)CC1 (stereo not drawn)	nt	-2	-0.1	-4	-1	-13	nt	nt
COc1ccc(CNCc2cc(Cl)ccc2O)cc1	2	-2	-0.6	-5	nt	-8	1	0
COc1cc(Nc2ncc3c(n2)CCN(C(=O)Nc2ccc(C(C)C)cc2)C3)cc(OC)c1OC	1	-5	-0.1	1	18*	16	-41	nt
CC12CCC(=O)N1C(C(=O)Oc1cccc(F)c1)CS2 (stereo not drawn)	4	-3	0.1	0	nt	2	-5	nt
CCOc1ccc(C(C)=O)cc1COC(=O)CN1C(=O)NC2(CCCC2)C1=O	nt	-4	0.4	-2	-5	-1	nt	nt
O=c1[nH]c2cc3c(cc2cc1CN(Cc1ccco1)C(=S)NCC1CCCO1)OCCO3 (stereo not drawn)	-1	-11	0.2	5	-2	-16	-13	-26
O=C(CCc1ccccc1)NNC(=O)c1ccccc1C(=O)O	1	-2	-0.1	1	1	-7	nt	nt
CCC(C)c1ccccc1NC(=O)CN(C)CCOc1ccc(Cl)cc1 (stereo not drawn)	0	-1	0.0	1	-5	-10	0	-4
O=C(Nc1ccc2ccccc2c1)c1cccc([N+](=O)[O-])c1	18	-3	0.2	6	-6	-111	-17	5
O=C(COC(=O)Cc1c(Cl)cccc1Cl)NCCC1=CCCCC1	2	-4	0.1	4	2	2	nt	0
COc1ccccc1NC(=O)N[C@@H]1CC[C@H](CCn2cc(-c3ccccc3OC)nn2)O[C@@H]1CO	0	9	1.1	2	7	27	-5	4
CCCn1nnc(NC(=O)c2ccc3ccccc3c2)n1	nt	-6	0.1	4	-3	-64	nt	nt
CCC(C)Sc1ccc(-c2nc3ccc(C)cn3c2NCc2ccccc2)cc1 (stereo not drawn)	0	5&-3	0.0&-0.2	-9&0	-7	-35&-76	-78	11
O=C(O)c1cn(-c2ccc(N3CCCC3)c(F)c2)c2c(F)c(F)c(F)cc2c1=O	nt	0	0.0	6	1	10	3	3
COC(=O)c1cccc(C(=O)Nc2cnc3ccccc3c2)n1	0	nt	nt	nt	nt	-39	-4	-1
COc1ccc(S(=O)(=O)N(C)C[C@H]2OCCCC[C@H](C)Oc3ccc(NS(C)(=O)=O)cc3C(=O)N([C@@H](C)CO)C[C@H]2C)cc1	0	2	0.0	-1	-4	8	nt	-2
CCOC(=O)N1CCN(C(=O)C(C)c2ccc([N+](=O)[O-])cc2)CC1 (stereo not drawn)	0	-17	0.0	2	2	18	0	7
CC(=O)N(C)C[C@H]1Oc2cc(C#CC3(O)CCCC3)ccc2S(=O)(=O)N([C@H](C)CO)C[C@@H]1C	-2	0	-0.7	-2	2	-2	nt	0
CC1(C)CCc2c([nH]c3ccccc3c2=O)O1	4	0	nt	nt	nt	-3	4	5
N#Cc1ccccc1NC(=O)c1cccc(COc2ccc(Cl)cc2Cl)c1	11	nt	0.2	nt	nt	-105	nt	6
COc1ccc(/C=C/C(=O)NCC(=O)N2CCC(N(C)CCN3CCOCC3)CC2)cc1OC	nt	1	0.0	4	-1	4	1	-7
COc1ccc(/C=N/NC(=O)c2c([N+](=O)[O-])c(C)nn2C)cc1	nt	-1	0.0	0	nt	-11	nt	nt
Oc1ccc(C=NN=C2c3ccccc3-c3ccccc32)c(O)c1	nt	-10	0.1	3	-3	-65	nt	nt
CCc1ccc(NC(=O)C(=O)NNC(=O)COc2cccc(OC)c2)cc1	nt	1	-0.1	6	-10	nt	nt	nt
CCn1c2ccccc2n2c(=O)c(=O)n(CC(=O)Nc3ccc(C(C)C)cc3)nc12	-1	nt	0.0	nt	nt	9	nt	1
COCCN1Cc2cccc(C(=O)NCc3cccs3)c2C1=O	0	2	0.0	11	-1	-3	8	8
COc1ccc(C)cc1NC(=O)CN1C(=O)COc2ccc(C)cc21	1	-1	0.0	0	-5	11	10	-11

The closing 5 records of the section above come first, to join the parts.
SMILES	Cneo AK release	S100A4 inh HTS	Xi reactivation	ERAP1 HTS inh	SIRT5 block	LGR2 antag	C2C12 statin	PGC1a acetyl inh
Oc1ccc(C=NN=C2c3ccccc3-c3ccccc32)c(O)c1	nt	-10	0.1	3	-3	-65	nt	nt
CCc1ccc(NC(=O)C(=O)NNC(=O)COc2cccc(OC)c2)cc1	nt	1	-0.1	6	-10	nt	nt	nt
CCn1c2ccccc2n2c(=O)c(=O)n(CC(=O)Nc3ccc(C(C)C)cc3)nc12	-1	nt	0.0	nt	nt	9	nt	1
COCCN1Cc2cccc(C(=O)NCc3cccs3)c2C1=O	0	2	0.0	11	-1	-3	8	8
COc1ccc(C)cc1NC(=O)CN1C(=O)COc2ccc(C)cc21	1	-1	0.0	0	-5	11	10	-11
O=C(Nc1ccccc1C(=O)O)c1cc(S(=O)(=O)Nc2cccc(F)c2)ccc1Cl	0	-3	0.0	2	-2	25	3	-4
CCc1ccc(NC(=O)Cn2ncn3c(cc4ccccc43)c2=O)cc1	-1	-2	0.3	3	1	-3	31	-2
O=C(NCCN1CCCC1)[C@@H]1[C@@H](CO)[C@@H]2Cn3c(cccc3=O)[C@@H]2N1Cc1ccccn1	nt	26	0.1	2	1	7	nt	-4
CC1(c2nnc(-c3ccccc3)o2)CC(c2ccc([N+](=O)[O-])cc2)=NO1 (stereo not drawn)	-1	nt	0.0	nt	nt	5	nt	1
O=C(Nc1ccccc1F)c1coc(=O)c(Br)c1	nt	-2	0.2	5	-5	-55	nt	nt
CS(=O)(=O)N1CCCC(C(=O)Nc2ccccc2Cl)C1 (stereo not drawn)	-1	0	0.0	0	-1	1	3	-6
COC(=O)c1cc(C(=O)OC)[nH]n1	nt	0	0.0	6	16*	-13	nt	-1
COCCNc1nc(NCC2CCCCC2)c2sc(-c3ccccc3)cc2n1	-4	-1	-0.1	-1	-1	13	-34	-12
Cc1noc(C)c1-c1ccc(C(=O)NCC(C)C)c2occc12	2	-9	0.4	1	-3	-3	15	-7
CCC(=O)N1CC2(C1)[C@@H](c1ccccc1)[C@@H](CO)N2S(=O)(=O)Cc1ccccc1	nt	2	0.0	2	-3	10	nt	-4
CC(C)Oc1cccc(NC(=O)C2(C)CCCN2C(=O)C(C)C)c1 (stereo not drawn)	0	-10	0.0	4	2	-10	2	1

Some of the compounds tested, so the mix of outcomes need not match the whole.
